# NPYLR7 agonist: agonists of mosquito NPYLR7 receptor, primary screen, cell-based, Aedes aegypti, calcium fluorescence, mosquito biting behavior | Aedes aegypti neuropeptide Y-like receptor 7 (NPYLR7) | HEK293T NPYLR7/Galpha15, GCaMP6s calcium fluorescence | activation, % at 10 µM | hit rate 0.15% among 270,000 | AID 1259423, 2018; in the data active means activation above about 40%;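 further: 0% = vehicle and 100% = reference agonist at the receptor; some compounds past the cut are filed as inactive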
# mcGAS lum: cyclic GMP-AMP synthase inhibitors, mouse, primary biochemical chemiluminescence; Q8C6L5; recombinant cGAS, Kinase-Glo ATP depletion luminescence; inhibition, % at 12.5 µM; hit rate 0.15% among 160,000; AID 1259399, 2018;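 further: 0% = negative control wells and 100% = reference inhibitor with no enzyme activity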
# hcGAS inh: Primary biochemical luminescence assay for human cyclic GMP-AMP synthase inhibitors. Q8N884. recombinant h-cGAS, ATP depletion, Kinase-Glo luminescence. inhibition, % at 12.5 µM. hit rate 0.081% among 290,000. AID 1259398, 2018;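 further: 0% = vehicle reaction and 100% = reaction without DNA for no activity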
# Target sequence (Q8N884 whole entry, looked up): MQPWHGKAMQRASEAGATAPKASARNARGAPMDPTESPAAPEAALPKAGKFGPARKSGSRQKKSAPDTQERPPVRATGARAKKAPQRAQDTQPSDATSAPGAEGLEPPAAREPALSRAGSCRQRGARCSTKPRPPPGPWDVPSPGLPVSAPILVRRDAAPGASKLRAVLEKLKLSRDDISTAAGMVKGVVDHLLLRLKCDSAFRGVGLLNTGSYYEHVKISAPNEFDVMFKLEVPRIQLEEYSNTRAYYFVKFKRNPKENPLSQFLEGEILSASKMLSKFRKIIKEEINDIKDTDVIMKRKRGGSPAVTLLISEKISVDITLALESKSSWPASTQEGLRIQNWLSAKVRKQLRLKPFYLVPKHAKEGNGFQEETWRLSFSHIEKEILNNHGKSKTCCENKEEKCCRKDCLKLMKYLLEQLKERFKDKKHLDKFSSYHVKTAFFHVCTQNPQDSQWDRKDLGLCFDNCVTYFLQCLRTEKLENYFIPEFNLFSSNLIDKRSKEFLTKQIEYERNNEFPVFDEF
# An asterisk follows results filed as active; . = no result given; & = joins results of further samples. Unless noted, no stated cut-off is given here; in the data, active means inhibition above about 40%; inactive means the rest.
# Start of the data: the first 17 records, ahead of the listing:
# Each structure is followed by: NPYLR7 agonist	mcGAS lum	hcGAS inh
1) O=C(NCc1cccs1)c1cc(Br)ccc1Cl
  1	.	-11
2) CCN(Cc1cccc(F)c1)C(=O)Nc1nnc(C(C)C)s1
  5	.	-5
3) CCc1nc2ccc(C(=O)N(CC)CCN(C)C)cn2c1N(C)CC
  6	-3	-6
4) CCCN(CC(=O)N(CCc1ccc(OC)c(OC)c1)Cc1sccc1C)C(=O)c1ccc2c(c1)OCO2
  -6	-2	-11
5) CCc1nc2ccc(C(=O)NCc3ccc4c(c3)OCO4)cn2c1N(C)C(=O)Cc1ccccc1
  -5	-5	-7
6) CC1=C[C@@H](CC#N)[C@H](C(C)C)C[C@H]1CC(=O)NC(C)C
  -7	-8	-7
7) CCCc1cc(NCC(C)C)n2nc(C)c(-c3ccccc3)c2n1
  6	-6	0
8) CN(C)c1ccc(/C=C2/SC(=S)N(CC(=O)O)C2=O)cc1Br
  124*	.	-1
9) Cc1cc(=O)c(OCc2ccc(F)cc2)cn1CC(N)=O
  1	-8	-9
10) CCCNC(=O)C1(C)CCCN(Cc2ccc(-n3ccnc3)cc2)C1 (stereo not drawn)
  1	.	-17
11) CN(CC(N)=O)C(=O)C=C1CCCCC1
  -7	-8	-5
12) COCCn1c(SCc2ccc(Br)cc2F)nnc1-c1cc(-c2ccccc2)nc2ccccc12
  -1	-7	-8
13) COc1cc(/C=C2\SC(=Nc3cc(C)cc(C)c3)NC2=O)cc(Cl)c1O
  -9	-4	-5
14) N#CC(C(=O)O)C1C(=O)Nc2ccccc21 (stereo not drawn)
  -3	.	-2&-9
15) O=C(N=C1N=C2C=CC(Cl)=CN2Cc2ccccc21)c1ccc(-c2ccccc2)cc1
  -6	-7	-4
16) CCC1CCCCN1C(=O)c1cc2c(s1)-c1cc(OC)ccc1CC2 (stereo not drawn)
  3	-10	-10
17) Clc1cc(Cl)c2[nH]c3c(c2c1)CNCC3
  1	.	-3

# The list itself, from the start:
# Each structure is followed by: NPYLR7 agonist	mcGAS lum	hcGAS inh
1) O=C(NCc1cccs1)c1cc(Br)ccc1Cl
  1	.	-11
2) CCN(Cc1cccc(F)c1)C(=O)Nc1nnc(C(C)C)s1
  5	.	-5
3) CCc1nc2ccc(C(=O)N(CC)CCN(C)C)cn2c1N(C)CC
  6	-3	-6
4) CCCN(CC(=O)N(CCc1ccc(OC)c(OC)c1)Cc1sccc1C)C(=O)c1ccc2c(c1)OCO2
  -6	-2	-11
5) CCc1nc2ccc(C(=O)NCc3ccc4c(c3)OCO4)cn2c1N(C)C(=O)Cc1ccccc1
  -5	-5	-7
6) CC1=C[C@@H](CC#N)[C@H](C(C)C)C[C@H]1CC(=O)NC(C)C
  -7	-8	-7
7) CCCc1cc(NCC(C)C)n2nc(C)c(-c3ccccc3)c2n1
  6	-6	0
8) CN(C)c1ccc(/C=C2/SC(=S)N(CC(=O)O)C2=O)cc1Br
  124*	.	-1
9) Cc1cc(=O)c(OCc2ccc(F)cc2)cn1CC(N)=O
  1	-8	-9
10) CCCNC(=O)C1(C)CCCN(Cc2ccc(-n3ccnc3)cc2)C1 (stereo not drawn)
  1	.	-17
11) CN(CC(N)=O)C(=O)C=C1CCCCC1
  -7	-8	-5
12) COCCn1c(SCc2ccc(Br)cc2F)nnc1-c1cc(-c2ccccc2)nc2ccccc12
  -1	-7	-8
13) COc1cc(/C=C2\SC(=Nc3cc(C)cc(C)c3)NC2=O)cc(Cl)c1O
  -9	-4	-5
14) N#CC(C(=O)O)C1C(=O)Nc2ccccc21 (stereo not drawn)
  -3	.	-2&-9
15) O=C(N=C1N=C2C=CC(Cl)=CN2Cc2ccccc21)c1ccc(-c2ccccc2)cc1
  -6	-7	-4
16) CCC1CCCCN1C(=O)c1cc2c(s1)-c1cc(OC)ccc1CC2 (stereo not drawn)
  3	-10	-10
17) Clc1cc(Cl)c2[nH]c3c(c2c1)CNCC3
  1	.	-3
18) CC(OC1CCCC1)C(=O)Nc1ccc(CC(N)=O)cc1 (stereo not drawn)
  10	.	-7
19) CCCS(=O)(=O)N1CCCCCCNC(=O)[C@@H]2CCC[C@@H]21
  .	-5	-11
20) CCOc1ccc(-c2cnc(-c3cc(CC)no3)[nH]2)cc1
  -1	-17	-2
21) CCCn1c(C2CC(=O)N(c3ccc(F)cc3)C2)nc2ccccc21 (stereo not drawn)
  -2	.	-7
22) COc1ccc(C(=O)NCc2ccc3c(c2)cc(C)n3C)c(OC)c1
  10	-7	-9
23) O=C(COc1ccc(F)cc1)N1CCc2c(nc(-c3cccnc3)[nH]c2=O)C1
  8	.	-6
24) Cc1nc(NC(=O)CC2(CC(=O)Nc3n[nH]c(C)n3)CCCC2)n[nH]1
  -7	-2	2
25) COc1ccc(C(=O)N(Cc2cc(NC(=O)CC(C)C)ccc2N(C)C)CC2CCCO2)cc1 (stereo not drawn)
  7	-3	-3
26) Cc1ccc(C)c(C2=NN(C(=O)CN3CCCC3)C(c3ccc(Cl)cc3)C2)c1 (stereo not drawn)
  2	-4	0
27) COC(=O)Oc1sc2nc3ccccc3nc2c1N
  -2	.	3
28) O=C(NCCN1C(=O)SC(=Cc2ccc(Cl)cc2Cl)C1=O)c1ccco1
  -17	.	3
29) COc1ccccc1-c1cc(C(=O)NCC(C)C)nc2c(-c3ccccc3)c(C)nn12
  18	-7	-4
30) COCc1cc(N2CCN(c3ccccc3Cl)CC2)nc(SCc2ccc(C(=O)NCC3CCCO3)cc2)n1 (stereo not drawn)
  2	-2	2
31) Cc1nc(Cn2cnc(-c3ccccc3)n2)oc1C
  -3	-1	-1
32) CCc1cc(N2CCN(c3ccccc3F)CC2)nc(SCc2cccc(C(=O)N3CCCC3)c2)n1
  11	-6	-3
33) CSCCCNC(=O)c1c(C)noc1-c1cccnc1
  4	-4	-2
34) CCCCCCNC(=O)c1c(C)nsc1NC(=O)OC
  -5	-3	1
35) CC(C)=CCN1CCN(Cc2cnc(-c3ccccc3C)nc2)CC1CCO (stereo not drawn)
  16	-9	-4
36) COC(=O)C(C)N(CC(=O)NCC1(c2ccccc2)CC1)C1CC1 (stereo not drawn)
  6	.	-5
37) N#CC(=Cc1ccc(OC(F)F)cc1)C(=O)O
  0	49*	-2
38) CN1C[C@@H](NS(=O)(=O)c2ccc(C#N)cc2)C[C@H]1c1nc(-c2ccncc2)no1
  -3	-6	-6
39) COc1ccc2nc(CNC(=O)C3COc4ccccc4O3)[nH]c2c1 (stereo not drawn)
  0	-11	-6
40) CN(C/C=C/c1ccco1)Cc1cc(-c2cccnc2)no1
  12	.	-8
41) COc1ncccc1CNC(=O)NC(C)c1ccc2c(c1)OCO2 (stereo not drawn)
  4	.	-5
42) CC(C)(C)NS(=O)(=O)c1ccc2nc(NC(=O)C3CCCO3)sc2c1 (stereo not drawn)
  11	-8	-20
43) COc1ccc(C)c2sc(N(CCCN3CCOCC3)C(=O)C3COc4ccccc4O3)nc12 (stereo not drawn)
  -1	-10	-9
44) CC(C)C(=O)Nc1sc2c(c1-c1nc3ccccc3s1)CCN(C)C2
  49*	0	10
45) O=C(O)c1cc(-c2ccc(F)cc2)c[nH]1
  -5	.	-1
46) CNC(=O)C1CCCCN1Cc1nnc(C)s1 (stereo not drawn)
  .	-3	-6
47) COCc1cn(CC2CCCN(C3CCN(C)CC3)C2)nn1 (stereo not drawn)
  .	-4	-12
48) Cc1nnc(CNC(=O)c2ccc(NC(=O)C3CCC3)cc2)o1
  2	.	-2
49) COC(=O)C1=C(C)NC(C)=C(C(=O)OC)C1C(=O)OCC(N)=O
  2	-7	-6
50) COc1cccc(C=Nn2c(C)nc3ccccc3c2=O)c1O
  -5	.	6
51) Cc1[nH]c2ccc(CNC(=O)CCN(C)C3CCS(=O)(=O)C3)cc2c1C (stereo not drawn)
  4	.	-4
52) O=C(CC1CCS(=O)(=O)C1)NCc1cnn2ccccc12 (stereo not drawn)
  -4	-16	-3
53) Cc1nc(NCCNC(=O)Nc2ccc(F)c(Cl)c2)cc(N2CCCC2)n1
  1	.	2
54) Cc1ccc(-c2csc3nc(CN(Cc4ccccc4)CC(O)COCC(C)C)[nH]c(=O)c23)cc1C (stereo not drawn)
  -8	-3	-1
55) CCNC(=S)NS(=O)(=O)c1cccs1
  5	.	-6
56) CC(C)C(=O)Nc1cccnc1-c1ccc(-c2ccn[nH]2)cc1
  6	-16	-5
57) CCCCc1ccc(S(=O)(=O)NC(=O)C2(C)CCN2C(=O)c2ccco2)cc1 (stereo not drawn)
  5	.	-7
58) O=C(Nc1cccc2c1CCC2)c1ccc(CN2CCOCC2CO)cc1 (stereo not drawn)
  -3	.	-4
59) CCOC(F)(C(F)(F)F)C(F)(F)OC(F)(CC(F)(F)F)C1=NCCN1 (stereo not drawn)
  -2	.	2
60) COc1ccc(S(=O)(=O)NCC2CCN(CC(F)(F)F)C2)c(C)c1 (stereo not drawn)
  7	.	-7

# Further results
# Each structure is followed by: NPYLR7 agonist	mcGAS lum	hcGAS inh
61) Cc1cc(C)nc(-n2nc(C)cc2NC(=O)C(C)C)n1
  2	-1	-1
62) COc1ccc(CCN(C)S(=O)(=O)c2ccc(OC)c(N3CCN(S(=O)(=O)c4ccc(Cl)cc4)CC3)c2)cc1OC
  20	-6	0
63) COc1ccc(OC)c(C(=O)CSc2nnc(-c3ccco3)n2-c2cccc(Cl)c2)c1
  2	-6	-2
64) COc1ccc(-n2c(SCc3cccc(Cl)c3)nnc2-c2ccccc2C)cc1
  6	-8	-7
65) Cc1nn(C)cc1CN(C)C(=O)c1ccc(-c2ccccc2)cc1
  1	.	-7
66) COc1cccc(OCC2CCCN(C(=O)c3cc(C)[nH]n3)C2)c1 (stereo not drawn)
  -7	.	-6
67) COc1cccc(S(=O)(=O)Cc2cc(C)nc3ccccc23)c1
  15	-17	-7
68) CCCCc1n[nH]c(=O)n1-c1cccc(C)c1
  0	.	-6
69) CCN(Cc1ccccc1OC)CC1CCCN(CCc2cccc(OC)c2)C1 (stereo not drawn)
  5	.	-5
70) CC1(C)CNC(=O)CN(C(=O)c2ccc(Cl)cc2)C1
  15	-8	5
71) COc1ccc(C(=O)N(Cc2ccccc2)C2CCC(NC(=O)C3CCN(C(=O)/C=C/c4ccccc4)CC3)CC2)cc1 (stereo not drawn)
  17	-8	-6
72) CCOC(=O)C1CCCN(Cc2nc(-c3cccs3)no2)C1 (stereo not drawn)
  4	.	-8
73) COc1cccc(OC)c1C(=O)N1CCN(C(C(=O)NCCN2CCCCC2)C2CCCC2)CC1 (stereo not drawn)
  -8	-6	-4
74) CCC(=O)NS(=O)(=O)c1ccc(-c2c(-c3ccccc3)noc2C)cc1
  -2	.	-2
75) Nc1cccc(-n2ccnc2-c2ccccn2)n1
  20	.	-9
76) O=C(NCc1noc(-c2ccsc2)n1)C1CCCN1Cc1ccccc1 (stereo not drawn)
  15	-14	-5
77) COc1ccc(-c2cc(C(=O)N3CCN(C(C)=O)CC3)n(-c3ccc(Cl)cc3)n2)c(OC)c1
  3	-5	-5
78) CCC(O)CN(Cc1c(C)nn(-c2ccccc2)c1Oc1ccc(OC)cc1)CC1CC1 (stereo not drawn)
  6	-7	-3
79) CCOc1ccc(Nc2nc(N)c([N+](=O)[O-])c(NCCO)n2)cc1
  0	.	-2
80) CC(Br)C(=O)C12CC3CC(CC(C3)C1)C2 (stereo not drawn)
  .	6	6
81) COc1cc2ccccc2cc1C(=O)Nc1cccc(-c2nc3ccccc3o2)c1
  7	-4	-5
82) CCNC(=O)C1(C)CCCN1C(=O)c1ccccc1Oc1ccccc1 (stereo not drawn)
  1	-5	-6
83) O=C(CSc1nc(=O)n(CCO)c2c1CCCC2)Nc1cccc([N+](=O)[O-])c1
  -4	-9	-7
84) Cc1ccn2c(C(CC(=O)N3CCN(c4ccc([N+](=O)[O-])cc4)CC3)c3ccccc3)cnc2c1 (stereo not drawn)
  .	-2	-2
85) CC(C)c1cc(C(=O)NCc2noc(-c3cccs3)n2)n(C)n1
  5	.	-1
86) Cc1ccc(C(=O)CSc2ncnc3c2oc2ccccc23)cc1
  -6	-4	-3
87) CCC(O)CN(Cc1ccc2c(c1)OCO2)Cc1cccc(OC)c1OC (stereo not drawn)
  5	-10	-10
88) N/C(=N/OCC(=O)N1CCOCC1)c1nonc1N
  -4	.	0
89) O=C(N[C@@H]1C[C@H]2CC[C@@H]1C2)C1CCCCC1C(=O)N1CCc2c([nH]c3ccccc23)C1 (stereo partly drawn)
  -7	1	-3
90) O=C(CSc1ccc(-c2ccccc2)nn1)N1CCCCCC1
  3	-7	-2
91) COCC(=O)Nc1cc(C(=O)NC2Cc3ccccc3C2)cc2ncn(CCc3ccccc3)c12
  1	-4	-4
92) COCCNC1=CC(=O)CC(C)(C)C1
  -3	.	-3
93) CC(NC(=O)NCCn1ccnc1)c1nc(-c2ccccc2)cs1 (stereo not drawn)
  -1	.	-7
94) COc1cccc(-n2cc(CNCc3nc(-c4ccco4)no3)cn2)c1
  -2	.	-4
95) CCn1nnc2c(N3CCC(O)CC3)ncnc21
  13	.	-5
96) Cc1nc(CN2CC(C)(C)[C@@](C)(O)C2)no1
  .	0	0
97) COc1ccc(-c2nnc(NC(=O)C3CCCN3)s2)cc1 (stereo not drawn)
  -6	-3	0
98) O=c1oc2ccc(Br)cc2cc1-c1csc(Nc2cccc(C(F)(F)F)c2)n1
  -10	-6	-5
99) Cc1ccc2nc(NC(=O)CSc3nc(=O)n(CCCN(C)C)c4c3CCC4)sc2c1
  3	-6	-2
100) CCCCn1c(=O)c2c(nc3n2CCCN3c2cccc(Cl)c2)n(C)c1=O
  -2	-5	-6
101) Cc1cnc(NC(=O)CCCNS(=O)(=O)c2ccc(C)c(C)c2)s1
  3	.	0
